Assay outcomes deposited in PubChem by Sanford-Burnham Center for Chemical Genomics.
APOBEC3A inh: blocks human APOBEC3A ssDNA deamination; P31941; recombinant A3A, FAM/TAMRA ssDNA deamination fluorescence; inhibition, % at 20 µM; 330,000 tested, 0.41% active;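 active = at least 40% inhibition at 20 µM here, with at most 30% in a related deaminase screen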;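 also: plate controls were A3A with DMSO for no effect and wells lacking A3A enzyme for full effect; some results filed as inactive read as strong as hits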
Target sequence (P31941 whole entry, looked up): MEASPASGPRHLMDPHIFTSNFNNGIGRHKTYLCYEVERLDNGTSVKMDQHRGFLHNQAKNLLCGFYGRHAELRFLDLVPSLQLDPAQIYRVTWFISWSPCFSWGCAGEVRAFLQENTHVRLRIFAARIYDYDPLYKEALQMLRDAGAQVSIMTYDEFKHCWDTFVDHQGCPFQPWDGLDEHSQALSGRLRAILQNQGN
hIAP act: increases human intestinal alkaline phosphatase activity | P09923 | purified human IAP, CDP-Star luminescence, 30 min; hits give high values; 1 = vehicle-only enzyme, 0 = enzyme-free background | activation factor at 10 µM | 330,000 tested, 0.16% active;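 active = activation factor of the enzyme at least 2-fold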; also: the source names both 10 and 20 µM as test concentration; values of inactives mirror those of a sister screen read the other way
Target sequence (P09923 whole entry, looked up): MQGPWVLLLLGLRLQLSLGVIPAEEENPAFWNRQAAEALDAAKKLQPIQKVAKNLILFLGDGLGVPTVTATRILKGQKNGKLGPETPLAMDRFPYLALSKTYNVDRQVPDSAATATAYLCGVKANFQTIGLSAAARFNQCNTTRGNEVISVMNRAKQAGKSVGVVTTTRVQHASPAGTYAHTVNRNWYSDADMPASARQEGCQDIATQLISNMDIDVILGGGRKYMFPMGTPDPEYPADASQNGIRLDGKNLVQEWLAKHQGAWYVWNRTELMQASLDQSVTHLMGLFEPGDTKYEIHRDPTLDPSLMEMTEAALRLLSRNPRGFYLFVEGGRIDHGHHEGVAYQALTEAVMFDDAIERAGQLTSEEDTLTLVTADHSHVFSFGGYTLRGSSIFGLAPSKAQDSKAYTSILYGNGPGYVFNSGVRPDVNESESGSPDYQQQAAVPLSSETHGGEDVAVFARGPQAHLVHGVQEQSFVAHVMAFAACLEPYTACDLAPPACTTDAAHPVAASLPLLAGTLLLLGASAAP
mIAP block: blocks mouse intestinal alkaline phosphatase. purified mouse IAP, CDP-Star luminescence, 30 min. inhibition, % at 10 µM. 330,000 tested, 0.2% active. AID 2806;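 active = inhibition of at least 40% at 10 µM in the primary screen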;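 also: plate controls were DMSO with enzyme for no effect and no enzyme wells for full effect; values of inactives mirror those of a sister screen read the other way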
beta cell repl: induces beta-cell replication in MIN6 cells | MIN6 cells proliferation, ATPlite luminescence, 48 h; cells starved in 0.2% serum; 100% = growth in 10% serum | proliferation, % at 10 µM | 330,000 tested, 0.29% active | AID 2380;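 active = compounds whose signal lies at least 3.5 SD above the mean of all wells on their plate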;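 also: 0% = DMSO-treated cells in low-serum medium and 100% = 10% serum control; some compounds called inactive have numbers as strong as hits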
A3G deaminase: blocks human APOBEC3G single-stranded DNA deamination. inhibition, % at 20 µM. Q9HC16. recombinant A3G, ssDNA deamination FAM/TAMRA fluorescence. 330,000 tested, 0.28% active. AID 493012;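 active = inhibition of at least 40% at 20 µM, with no more than 30% in the related APOBEC3A deaminase screen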;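 also: plate controls were DMSO wells with A3G for no effect and wells lacking A3G enzyme for full effect; some compounds called inactive have numbers as strong as hits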
Target sequence (Q9HC16 whole entry, looked up): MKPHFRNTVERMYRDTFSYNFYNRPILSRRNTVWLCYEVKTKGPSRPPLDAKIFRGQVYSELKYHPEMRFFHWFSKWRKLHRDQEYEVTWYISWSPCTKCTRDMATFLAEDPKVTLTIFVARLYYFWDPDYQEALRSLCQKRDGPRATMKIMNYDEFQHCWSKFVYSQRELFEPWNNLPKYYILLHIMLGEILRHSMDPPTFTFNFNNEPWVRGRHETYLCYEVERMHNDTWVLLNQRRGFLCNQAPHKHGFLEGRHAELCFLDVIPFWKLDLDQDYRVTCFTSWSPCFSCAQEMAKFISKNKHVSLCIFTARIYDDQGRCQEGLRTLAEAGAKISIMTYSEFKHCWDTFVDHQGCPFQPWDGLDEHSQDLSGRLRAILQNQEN
mIAP act: increases mouse intestinal alkaline phosphatase activity; muIAP, CDP-Star luminescence, 30 min; hits give high values; 1 = vehicle-only enzyme signal, 0 = enzyme-free wells; AID 2805; 330,000 tested, 0.24% active; activation factor at 10 µM;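 active = activation factor of at least 2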; also: the source names both 10 and 20 µM as test concentration; values of inactives mirror those of a sister screen read the other way
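System: Mouse IAP enzyme | Also added: CDP-Star substrate | Dosing: Compounds dispensed in DMSO | Schedule: 30 min enzyme-substrate-compound incubation at room temperature | Technique: Chemiluminescence readout | Control set: DMSO-only wells and no-enzyme negative control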
GRIN3A LBD mod: NR3A (human) ligand-binding domain modulation | Tm shift relative to glycine control, % at 25 µM | AID 1259313 | NR3A LBD differential scanning fluorimetry, Tm shift; 0% = protein alone, 100% = glycine-bound protein | 340,000 tested, 2.5% active;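 active = melting temperature shift of at least 10% of the positive control shift, at one fixed dose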
MPTP block: blocks calcium-induced mitochondrial swelling; isolated mouse mitochondria, Ca2+ swelling absorbance, 30 min; inhibition, % at 10 µM; 360,000 tested, 1.4% active;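 active = inhibition of 50% or more, scaled per plate between neutral and stimulator controls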;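 also: 0% = DMSO wells given calcium and 100% = 1 mM EGTA wells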
hIAP block: blocks human intestinal alkaline phosphatase; P09923; purified IAP, CDP-Star luminescence, 30 min; inhibition, % at 10 µM; 330,000 tested, 0.12% active; AID 2544;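 active = inhibition reaching a set limit with compound at 10 µM in the primary screen, cut at about 35% in these data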;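 also: plate controls were DMSO wells with enzyme for no effect and no-enzyme buffer wells for full effect; values of inactives mirror those of a sister screen read the other way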
The depositor's hits bear a star.

`COC(=O)c1sccc1NC(=S)Nc1cc(C)cc(C)c1` gave APOBEC3A inh 0, hIAP act 1.2, mIAP block -33, beta cell repl -2, A3G deaminase -5, mIAP act 1.3, GRIN3A LBD mod -5, MPTP block -0.2 and hIAP block -16.
Screening O=C(CSc1nnc(NC(=O)c2ccc(F)cc2)s1)NC1CCCC1 returned APOBEC3A inh -2, hIAP act 0.92, mIAP block 12, beta cell repl -6, A3G deaminase -5, mIAP act 0.88, GRIN3A LBD mod -1, MPTP block -0.5 and hIAP block 8.
`O=C(O/N=C(\c1ccccc1)c1ccncc1)c1ccccc1F` gave APOBEC3A inh 2, hIAP act 0.95, mIAP block -1, beta cell repl -1, A3G deaminase -2, mIAP act 1, GRIN3A LBD mod -4, MPTP block 1.2 and hIAP block 5.
Screening C=CCS(=O)(=O)N1CCCC(N2CCN(c3ccccc3OC)CC2)C1 (stereo unspecified) returned APOBEC3A inh -1, hIAP act 1, mIAP block 0, beta cell repl 1, A3G deaminase -2, mIAP act 1, GRIN3A LBD mod -2, MPTP block -1.3 and hIAP block 0.
COc1ccc(CN(CC(=O)NC2CCCC2)C(=O)CCC(=O)Nc2nc(C)cs2)cc1 was read as APOBEC3A inh -3, hIAP act 0.89, mIAP block 5, beta cell repl 3, A3G deaminase -7, mIAP act 0.95, GRIN3A LBD mod -3, MPTP block -1.7 and hIAP block 11.
Cc1ccc(-c2csc(NC(=O)CSc3nc4ccccc4o3)n2)cc1 was read as APOBEC3A inh 2, hIAP act 1, mIAP block -1, beta cell repl -6, A3G deaminase -4, mIAP act 1, GRIN3A LBD mod -1, MPTP block 8.4 and hIAP block -2.
For CN(C)C(=O)CSc1nc2ccccc2n1CC(=O)N1CCN(c2ccccc2)CC1 the results were APOBEC3A inh 3, hIAP act 1.2, mIAP block -4, beta cell repl -2, A3G deaminase 4, mIAP act 1, GRIN3A LBD mod -1, MPTP block 0.6 and hIAP block -25.
COC(=O)c1sc(NC(=O)/C=C/c2ccccc2Cl)nc1C was read as APOBEC3A inh 2, hIAP act 0.97, mIAP block 2, beta cell repl -3, A3G deaminase 0, mIAP act 0.97, GRIN3A LBD mod 19*, MPTP block 2.1 and hIAP block 3.
`COc1cc(CNCc2cccs2)ccc1OCC(=O)NC(C)(C)C` gave APOBEC3A inh 1, hIAP act 1.1, mIAP block -11, beta cell repl -1, A3G deaminase -7, mIAP act 1.1, GRIN3A LBD mod -2, MPTP block -0.3 and hIAP block -11.
Screening Cc1cccn2c(=O)c3cc(C(=O)NC4CCCC4)c(=N)n(C4CCCC4)c3nc12 returned APOBEC3A inh 1, hIAP act 1, mIAP block 10, beta cell repl -3, A3G deaminase -1, mIAP act 0.9, GRIN3A LBD mod 1, MPTP block -1.5 and hIAP block -2.
Screening CCc1nc(SCc2ccc(OC)c(Br)c2)n[nH]1 returned APOBEC3A inh -2, hIAP act 1.2, mIAP block 9, beta cell repl -1, A3G deaminase -5, mIAP act 0.91, GRIN3A LBD mod 0, MPTP block 0.6 and hIAP block -17.
Screening N#C/C(=C(/O)CN1CCOCC1)c1nc(-c2ccccc2)cs1 returned APOBEC3A inh -5, hIAP act 0.89, mIAP block 14, beta cell repl -2, A3G deaminase -4, mIAP act 0.86, GRIN3A LBD mod 0, MPTP block 1.5 and hIAP block 11.
For COc1nc(NCCc2ccc(OC)c(OC)c2)nc(OC)n1 the results were APOBEC3A inh -3, hIAP act 1, mIAP block 4, beta cell repl 1, A3G deaminase -8, mIAP act 0.96, GRIN3A LBD mod 5, MPTP block -0.4 and hIAP block -2.
COc1ccc(CCNC(=O)CSc2nc3ccccc3o2)cc1 was read as APOBEC3A inh -3, hIAP act 1.1, mIAP block -4, beta cell repl 1, A3G deaminase -8, mIAP act 1, GRIN3A LBD mod 0, MPTP block -3.7 and hIAP block -8.
`COc1cccc(CNC(=O)COC(=O)c2nc(Cl)c(Cl)c(Cl)c2Cl)c1` gave APOBEC3A inh 4, hIAP act 0.84, mIAP block -4, beta cell repl -7, A3G deaminase 0, mIAP act 1, GRIN3A LBD mod 2, MPTP block 0.0 and hIAP block 16.
For CCOC(CNC(=O)C(=O)Nc1cc2c3c(c1)CCN3C(=O)CC2)OCC the results were APOBEC3A inh -3, hIAP act 1.4, mIAP block -4, beta cell repl -1, A3G deaminase -4, mIAP act 1, GRIN3A LBD mod 1, MPTP block 1.9 and hIAP block -37.
Cn1cc(CNC(=O)c2cc(COc3ccc4c(c3)CCCC4)on2)cn1 was read as APOBEC3A inh -2, hIAP act 1.1, mIAP block -2, beta cell repl -1, A3G deaminase -5, mIAP act 1, GRIN3A LBD mod 0, MPTP block 1.3 and hIAP block -13.
`CN(CC(=O)Nc1ccccc1Cl)C(=O)CN1C(=O)NC(c2ccccc2)(c2ccccc2)C1=O` gave APOBEC3A inh 2, hIAP act 0.99, mIAP block -25, beta cell repl 3, A3G deaminase -3, mIAP act 1.2, GRIN3A LBD mod 2, MPTP block -0.5 and hIAP block 1.
`COc1cc(-c2nnc(SCC(=O)Nc3ccc(C(=O)O)cc3)o2)cc(OC)c1OC` gave APOBEC3A inh -2, hIAP act 1.1, mIAP block 6, beta cell repl 1, A3G deaminase -8, mIAP act 0.94, GRIN3A LBD mod 1, MPTP block -0.7 and hIAP block -13.
Screening Cc1ccc(C2=NCCn3c2c2ccccc2[n+]3[O-])cc1 returned APOBEC3A inh -5, hIAP act 0.85, mIAP block 2, beta cell repl 3, A3G deaminase -4, mIAP act 0.98, GRIN3A LBD mod 0, MPTP block 1.4 and hIAP block 15.
`NCCCC[C@H]1CNC(=O)C(=O)N1CCc1cccc(F)c1` gave APOBEC3A inh -3, hIAP act 0.86, mIAP block 2, beta cell repl 1, A3G deaminase -9, mIAP act 0.98, GRIN3A LBD mod 1, MPTP block 0.7 and hIAP block 14.
Cc1nn(C(=O)C2CC2)c(C)c1Sc1ccc(Cl)cc1 was read as APOBEC3A inh 10, hIAP act 1.2, mIAP block 13, beta cell repl -3, A3G deaminase -2, mIAP act 0.87, GRIN3A LBD mod 2, MPTP block 1.0 and hIAP block -23.
`Nc1c(-c2ccc(Cl)cc2)cnn1-c1cc(C(F)(F)F)cc(C(F)(F)F)c1` gave APOBEC3A inh 0, hIAP act 1, mIAP block 8, beta cell repl 0, A3G deaminase 1, mIAP act 0.93, GRIN3A LBD mod 0, MPTP block 21 and hIAP block -2.
For COc1cc(-c2nnc(SCC(=O)c3cc(C)n(CC4CCCO4)c3C)o2)cc(OC)c1OC (stereo unspecified) the results were APOBEC3A inh -3, hIAP act 0.91, mIAP block 22, beta cell repl -1, A3G deaminase 0, mIAP act 0.78, GRIN3A LBD mod 0, MPTP block 2.2 and hIAP block 9.
Screening CCOc1cc(/C=C2\CN(C)C/C(=C\c3ccc(O)c(OCC)c3)C2=O)ccc1O returned APOBEC3A inh 7, hIAP act 0.7, mIAP block 24, beta cell repl -5, A3G deaminase 4, mIAP act 0.76, GRIN3A LBD mod -2, MPTP block 6.8 and hIAP block 30.
COc1ccccc1C(=O)NNC(=O)c1ccccc1[N+](=O)[O-] was read as APOBEC3A inh -1, hIAP act 1.2, mIAP block 10, beta cell repl -3, A3G deaminase -7, mIAP act 0.9, GRIN3A LBD mod 0, MPTP block 1.5 and hIAP block -24.
COc1cc([N+](=O)[O-])ccc1NC(=O)C[n+]1ccccc1C was read as APOBEC3A inh 1, hIAP act 0.82, mIAP block 7, beta cell repl 2, A3G deaminase -2, mIAP act 0.93, GRIN3A LBD mod -1, MPTP block 0.3 and hIAP block 18.
For COc1cc(OC)cc(C(=O)OCCNC(=O)Cn2cnc3c2c(=O)n(C)c(=O)n3C)c1 the results were APOBEC3A inh 2, hIAP act 1.1, mIAP block -4, beta cell repl -2, A3G deaminase -14, mIAP act 1 and hIAP block -5.
`CCOC(=O)COc1ccc2nsnc2c1` gave APOBEC3A inh 3, hIAP act 0.85, mIAP block -4, beta cell repl 0, A3G deaminase 8, mIAP act 1, GRIN3A LBD mod -8, MPTP block -1.6 and hIAP block 15.
COCCN(C(=S)Nc1c(C)cc(C)cc1C)C(C)c1cccs1 (stereo unspecified) was read as APOBEC3A inh 4, hIAP act 0.99, mIAP block 10, beta cell repl -3, A3G deaminase -5, mIAP act 0.9, GRIN3A LBD mod -4, MPTP block 0.8 and hIAP block 1.
For O=C(CN1C(=O)c2ccccc2S1(=O)=O)N1CCN(c2ccc(F)cc2)CC1 the results were APOBEC3A inh -2, hIAP act 1, mIAP block 1, beta cell repl 0, A3G deaminase 0, mIAP act 0.99, GRIN3A LBD mod -2, MPTP block -1.7 and hIAP block -1.
Screening O=C(O)COc1ccc(-c2nccc(-c3cccs3)n2)cc1 returned APOBEC3A inh 1, hIAP act 0.88, mIAP block 4, beta cell repl -5, A3G deaminase 0, mIAP act 0.96 and hIAP block 12.
Screening CC1CCN(C(=O)Cn2nnc(-c3ccccc3)n2)CC1 returned APOBEC3A inh -3, hIAP act 1.1, mIAP block 3, beta cell repl 2, A3G deaminase -4, mIAP act 0.97, GRIN3A LBD mod 0, MPTP block 0.4 and hIAP block -10.
For O=C(N/N=C\c1cc2c(cc1Cl)OCO2)c1ccc(Br)s1 the results were APOBEC3A inh -6, hIAP act 0.87, mIAP block -1, beta cell repl -7, A3G deaminase -9, mIAP act 1, GRIN3A LBD mod -1, MPTP block 1.6 and hIAP block 13.
Screening CC(C)(C)c1ccc(OCCC(=O)OCC(=O)NC(=O)NC2CCCC2)cc1 returned APOBEC3A inh 3, hIAP act 1.1, mIAP block 4, beta cell repl 0, A3G deaminase -1, mIAP act 0.96, MPTP block 0.7 and hIAP block -13.
For Cc1cc(C)n2nc(C(=O)Nc3cccc(S(=O)(=O)N4CCCC4)c3)nc2n1 the results were APOBEC3A inh 6, hIAP act 0.93, mIAP block 10, beta cell repl -3, A3G deaminase 1, mIAP act 0.9, GRIN3A LBD mod 1, MPTP block -0.4 and hIAP block 7.

Random excerpt: two entries already listed.
COCCN(C(=S)Nc1c(C)cc(C)cc1C)C(C)c1cccs1 (stereo unspecified) was read as APOBEC3A inh 4, hIAP act 0.99, mIAP block 10, beta cell repl -3, A3G deaminase -5, mIAP act 0.9, GRIN3A LBD mod -4, MPTP block 0.8 and hIAP block 1.
Screening CC(C)(C)c1ccc(OCCC(=O)OCC(=O)NC(=O)NC2CCCC2)cc1 returned APOBEC3A inh 3, hIAP act 1.1, mIAP block 4, beta cell repl 0, A3G deaminase -1, mIAP act 0.96, MPTP block 0.7 and hIAP block -13.

The list continues:
For O=C(NNC(=S)NC(=O)c1ccccc1)c1ccc([N+](=O)[O-])cc1 the results were APOBEC3A inh 1, hIAP act 1.4, mIAP block 23, beta cell repl -2, A3G deaminase 7, mIAP act 0.77, GRIN3A LBD mod 1, MPTP block 1.9 and hIAP block -42.
`Cc1cccc(NC(=O)c2ccc(Cl)c(S(=O)(=O)N3CCCCCC3)c2)n1` gave APOBEC3A inh -7, hIAP act 0.89, mIAP block 6, beta cell repl -3, A3G deaminase -9, mIAP act 0.94, GRIN3A LBD mod 0, MPTP block -0.2 and hIAP block 11.
O=C(CN1C(=O)C(=O)c2ccccc21)NCCc1ccccc1 was read as APOBEC3A inh 3, hIAP act 0.88, mIAP block -8, beta cell repl -4, A3G deaminase -1, mIAP act 1.1, GRIN3A LBD mod 0, MPTP block -0.4 and hIAP block 12.
`COC(=O)c1sccc1NC(=O)c1ccc2c(c1)OCO2` gave APOBEC3A inh -2, hIAP act 1.2, mIAP block 2, beta cell repl -3, A3G deaminase -3, mIAP act 0.98, GRIN3A LBD mod 1, MPTP block 1.9 and hIAP block -15.

This is a random part of the collection, and some 5% of all compounds hit somewhere here.
